Bioassay records (PubChem)
MrgX1 ag – human MrgX1 receptor agonism, primary screen | MrgX1-HEK293 cells, Fluo-4 calcium fluorescence, agonist mode; active compounds read high | hit rate 0.44% among 310,000 | Q96LB2 | B-score at 10 µM;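 active = calcium response B-score plate-corrected fluorescence ratio at least 3 library SD, with starting fluorescence B-score inside 5 SD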
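times = overnight plating, then 30 min 37 °C plus 30 min room-temperature dye loading | assay system = stable human MrgX1 HEK293 cell line | input = fifteen thousand cells per well | signal = kinetic calcium dye fluorescence, Fluo-4 NW | dosing = compound delivered in addition one of three | read-out = B-scored fluorescence response ratio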
MrgX1 allo act – allosterically activates human MrgX1 receptor signaling; Q96LB2; MrgX1-HEK293, Fluo-4 calcium flux, FDSS; active compounds read high; B-score at 10 µM; hit rate 0.63% among 310,000; AID 588675;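 active = plate-corrected calcium response at least 3 library SD above typical, normal starting fluorescence, not activating the receptor alone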;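 also: compound read alongside a low EC10 to EC30 dose of BAM8-22 agonist; peak minus trough fluorescence over baseline measured at the second addition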
KCNQ1 act – potentiators or activators of human KCNQ1 potassium channel. B-score at 10 µM. P51787. CHO-K1 KCNQ1, thallium flux FluxOR fluorescence; active compounds read high. hit rate 0.35% among 310,000;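 active = fluorescence ratio B-score, a plate-corrected score, at least three library SD, with initial intensity B-score within 5 SD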
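Medium – assay buffer, equal DMSO in all wells · Material – CHO-K1 cell line with stable KCNQ1 potassium channel expression · Signal – kinetic FluxOR thallium fluorescence, 10-s 1-Hz baseline, 110-s post-stimulus read · Compound – single concentration per compound, DMSO matched to controls · Schedule – 37 °C overnight plating, 90-min dark dye load, 20-min compound pretreatment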
RGS4 inh – inhibitors of human RGS4. HEK293 M3R/RGS4 inducible, Fluo-4 calcium flux; active compounds read high; triggered by carbachol at its EC20. B-score at 10 µM. hit rate 0.45% among 310,000. P49798;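 active = B-score, a plate-corrected calcium signal, over three deviations above library mean, with baseline fluorescence within five deviations of library mean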;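 also: RGS4 expression induced by doxycycline in cells with stable M3 receptor; B-score is computed from the integrated fluorescence ratio over baseline after carbachol; higher B-score means a larger calcium signal and so more RGS4 inhibition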
RGS4 pot – RGS4 potentiation or activation; HEK293 M3R/inducible RGS4, carbachol calcium flux Fluo4; active compounds read low; B-score at 10 µM; hit rate 0.92% among 310,000; AID 463111;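 active = B-score of the integrated calcium signal more than 4 SD below the library mean, with starting fluorescence not abnormally high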;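 also: negative B-score means reduced calcium response which marks RGS4 activation or potentiation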
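Reagent: ECmax carbachol challenge; Test system: M3R-expressing HEK293 line, RGS4 induced by doxycycline; Schedule: overnight RGS4 induction, 30 min dye load 37 °C, 20 min compound RT; Detection: calcium dye Fluo4 fluorescence; Read-out: Agonist-evoked peak-minus-minimum fluorescence over baseline, integrated ratio, B score.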
TMEM16A inh – mouse TMEM16A channel inhibition, primary screen | HEK293 TMEM16A/YFP iodide influx fluorescence, ionomycin | normalized B-score (activity score, 25-100; higher = stronger inhibition) at 10 µM | hit rate 1.2% among 310,000;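 active = ratio plate-corrected score three or more library SD toward inhibition, starting fluorescence score within five deviations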;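 also: score derived from kinetic fluorescence span divided by baseline fluorescence per well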
Target sequence (Q8BHY3 whole entry, looked up): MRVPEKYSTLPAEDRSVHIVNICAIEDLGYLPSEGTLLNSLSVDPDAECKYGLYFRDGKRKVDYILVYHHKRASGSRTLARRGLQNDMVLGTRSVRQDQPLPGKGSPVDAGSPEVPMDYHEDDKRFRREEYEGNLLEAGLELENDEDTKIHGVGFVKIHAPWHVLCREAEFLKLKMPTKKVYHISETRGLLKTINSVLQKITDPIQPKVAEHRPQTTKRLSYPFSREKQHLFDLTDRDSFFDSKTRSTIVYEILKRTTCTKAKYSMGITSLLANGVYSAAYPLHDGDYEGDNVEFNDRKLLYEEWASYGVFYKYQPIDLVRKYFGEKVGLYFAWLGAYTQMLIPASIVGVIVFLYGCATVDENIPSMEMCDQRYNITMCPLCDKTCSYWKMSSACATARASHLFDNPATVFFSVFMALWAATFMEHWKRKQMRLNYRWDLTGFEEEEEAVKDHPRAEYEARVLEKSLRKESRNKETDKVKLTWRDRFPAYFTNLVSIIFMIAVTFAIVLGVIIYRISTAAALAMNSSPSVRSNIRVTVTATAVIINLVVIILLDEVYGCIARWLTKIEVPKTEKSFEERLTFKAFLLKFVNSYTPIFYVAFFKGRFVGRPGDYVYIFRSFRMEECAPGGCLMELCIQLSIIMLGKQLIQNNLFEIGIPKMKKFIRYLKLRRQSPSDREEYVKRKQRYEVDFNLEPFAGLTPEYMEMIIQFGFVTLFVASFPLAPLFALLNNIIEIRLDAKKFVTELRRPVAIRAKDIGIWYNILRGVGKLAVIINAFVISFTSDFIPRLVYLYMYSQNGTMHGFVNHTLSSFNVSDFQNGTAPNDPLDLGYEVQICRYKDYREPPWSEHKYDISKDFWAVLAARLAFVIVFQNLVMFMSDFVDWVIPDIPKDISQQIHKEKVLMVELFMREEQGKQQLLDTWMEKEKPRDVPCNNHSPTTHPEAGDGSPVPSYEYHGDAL
KCNK9 inh – blocks the human KCNK9 two-pore domain potassium channel. B-score at 10 µM. hit rate 1.2% among 310,000. Q9NPC2. HEK293 KCNK9, FluxOR thallium flux fluorescence; active compounds read low;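 active = ratio B-score over 3 SD below the library mean, with starting fluorescence within 5 SD of its mean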;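 also: negative B-score means less thallium flux so channel inhibition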
KCNQ1 block – blocks the human KCNQ1 potassium channel. CHO-K1 KCNQ1, FluxOR thallium flux fluorescence; active compounds read high. B-score at 10 µM. hit rate 1.3% among 310,000. P51787;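 active = compounds whose thallium flux B-score, printed positive for inhibition, exceeds three library SD while starting fluorescence stays within three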;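 also: channel opened by potassium depolarization with thallium stimulus after 20 min compound exposure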
hERG rescue – shields human hERG channel from block by proarrhythmic agents. AID 1511. hit rate 0.51% among 310,000. CHO-hERG, FluxOR thallium flux, dofetilide IC70 present. activation (rescue from dofetilide block), less the hit threshold, % at 10 µM. Q12809;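 active = activation above the mean of controls blocked by dofetilide plus 5 SD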;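 also: thallium influx through hERG after potassium depolarization seen as dye fluorescence rise; in these data hits start at about 4.7%; inactives centre near -7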
KCNK3 inh – human KCNK3 channel inhibition, primary screen; O14649; CHO-KCNK3 thallium flux, FluxOR fluorescence; active compounds read low; B-score at 10 µM; hit rate 0.84% among 340,000;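 active = B-score under library mean minus 4 SD, starting fluorescence ratio at most library mean plus 5 SD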;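 also: more negative B-score means stronger inhibition of thallium flux through KCNK3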
ANO1 activ – mouse TMEM16A channel activation, primary screen; hit rate 0.3% among 340,000; B-score at 10 µM; AID 623877; Q8BHY3; HEK293 TMEM16A/YFP-H148Q/I152L, iodide quench fluorescence; active compounds read low;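 active = fluorescence-ratio B-score plate-corrected deviation score at least 3 library SD below zero, with starting fluorescence score within 5 deviations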;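 also: channel opened by trigger with iodide after compound preincubation; score built on the fluorescence ratio of max minus min over baseline; more negative score means more quench and so TMEM16A activation or potentiation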
* = called active by the depositor; i = inactive; · = no result given.

SMILES | MrgX1 allo act | hERG rescue | ANO1 activ | TMEM16A inh | KCNK9 inh | KCNQ1 block | KCNQ1 act | RGS4 inh | RGS4 pot | MrgX1 ag | KCNK3 inh
Oc1cccc(NC(=S)Nc2ccccc2)c1 | i | -4 | i | i | i | i | i | i | i | i | i
CCN(CC)c1c([N+](=O)[O-])c(=O)n(CC)c2ccccc12 | i | -3 | i | i | i | i | i | i | i | i | i
CCOC1OC(=O)C(Cl)=C1Nc1ccc(C)cc1 (configuration not stated) | i | -2 | i | i | i | i | i | i | i | i | i
CCCc1nnc(NC(=O)c2ccc(N3C(=O)C4C5C=CC(C5)C4C3=O)cc2)s1 (configuration not stated) | i | -6 | i | i | i | i | i | i | i | i | i
COC(=O)C1(Cc2ccccc2)NC(c2ccccc2C)C2C(=O)N(c3ccc4c(c3)OCO4)C(=O)C21 (configuration not stated) | i | -4 | i | i | i | i | i | i | i | i | i
O=C(NNC(=O)C1CCN(c2ncccn2)CC1)c1ccc(Cl)cc1 | i | -7 | i | i | i | i | i | i | i | i | i
O=C(N/C(=C/c1ccc(Cl)cc1)C(=O)N1CCCCC1)c1ccco1 | i | -2 | i | i | i | i | i | i | i | i | i
O=C(O)C1CN(c2ncccc2[N+](=O)[O-])C1 | i | -3 | i | i | i | i | i | i | i | i | i
Cc1c(C(=O)Nc2cccc(Cl)c2)cn2c(nc3ccccc32)c1C#N | i | -6 | i | i | i | i | i | i | i | i | i
CCc1ccc(NC(=O)N(CCCN2CCOCC2)Cc2cccs2)cc1 | i | -11 | i | i | i | i | i | i | i | i | i
COc1ccc(NC(=O)N2CCCC2C(=O)NCc2cccs2)cc1 (configuration not stated) | i | -1 | i | i | i | i | i | i | i | i | i
Cc1cccc2sc(NC(=O)CCNS(=O)(=O)c3cccc4nonc34)nc12 | i | · | i | i | · | · | · | · | · | i | i
CN1CCN(NC(=O)c2ccc(F)cc2)CC1 | i | 0 | i | i | i | i | i | i | i | i | i
COCCN(Cc1cc2c(C)cc(C)cc2nc1Cl)C(=O)c1ccccc1F | i | -2 | i | i | i | i | i | i | i | i | i
O=c1c(-c2ccccc2)c(O)cc(-c2ccncc2)n1-c1ccc(Cl)cc1 | i | -6 | i | i | i | i | i | i | i | i | i

SMILES | MrgX1 allo act | hERG rescue | ANO1 activ | TMEM16A inh | KCNK9 inh | KCNQ1 block | KCNQ1 act | RGS4 inh | RGS4 pot | MrgX1 ag | KCNK3 inh
Cc1ccc(C(=O)NN2CCOCC2)cc1[N+](=O)[O-] | i | -6 | i | i | i | i | i | i | i | i | i
Oc1ccccc1C1=Nc2ncnn2C(c2ccc(F)cc2)C1 (configuration not stated) | i | -15 | i | i | i | i | i | i | i | i | i
Cn1c(SCc2cccc(Br)c2)nc2c1c(=O)[nH]c(=O)n2C | i | -9 | i | i | i | i | i | i | i | i | i
Cc1ccc2c(c1)c1c3n2CCN(CCC(=O)O)C3CCC1 (configuration not stated) | i | -1 | i | i | i | i | i | i | i | i | i
O=C(Nc1ccon1)c1ccc(Br)s1 | i | -6 | i | i | i | i | i | i | i | i | i
Cc1nnc(SCC(=O)c2ccc([N+](=O)[O-])cc2)s1 | i | -1 | i | i | i | i | i | i | i | i | i
CN(CCc1ccccn1)C(=O)CCC1CCCN(C(=O)CN2CCCCCC2)C1 (configuration not stated) | i | -10 | i | i | i | i | i | i | i | i | i
CC1SC(c2cccc(Cl)c2)NC1=O (configuration not stated) | i | -12 | i | i | i | i | i | i | i | i | i
CC(=O)N[C@@H](CC(=O)O)C(=O)O | i | · | i | i | · | · | · | · | · | i | i
Cc1ccc(S(=O)(=O)NCC2CCC(C(=O)NCc3ccccn3)CC2)cc1 (configuration not stated) | i | -11 | i | i | i | i | i | i | i | i | i
O=C(OCCCN=C1NS(=O)(=O)c2ccccc21)c1ccccc1F | i | -6 | i | i | i | i | i | i | i | i | i
Cc1cc2cccc(C)c2nc1SCC(=O)NCC1CCCO1 (configuration not stated) | i | -4 | i | i | i | i | i | i | i | i | i
CCCc1cc(=O)[nH]c2nnc(SCC(=O)Nc3nccs3)n12 | i | -4 | i | i | i | i | i | i | i | i | i
Cc1c(Br)ccc(NC(=O)c2ccccc2[N+](=O)[O-])c1C | i | -6 | i | i | i | i | i | i | i | i | i
O=C(Cn1cc2c(n1)CCCCC2)Nc1ccccc1Cl | 8* | -9 | i | i | i | i | i | i | i | i | i

SMILES | MrgX1 allo act | hERG rescue | ANO1 activ | TMEM16A inh | KCNK9 inh | KCNQ1 block | KCNQ1 act | RGS4 inh | RGS4 pot | MrgX1 ag | KCNK3 inh
Cc1nc2ccc(Br)cc2c(=O)n1Cc1cccs1 | i | -4 | i | i | i | i | i | i | i | i | i
CCOC(=O)C1CCN(C(=O)c2cccc(N3C(=O)NC4CC3(C)Oc3ccc(C)cc34)c2)CC1 (configuration not stated) | i | -6 | i | i | i | i | i | i | i | i | i
CN1CCN(c2ccccc2NC(=O)c2ccc(-c3ccc(Cl)c(Cl)c3)o2)CC1 | i | -14 | i | i | i | i | i | i | i | i | i
CC(C)c1ccc2oc(=O)cc(CN3CCN(Cc4ccccc4)CC3)c2c1 | i | -5 | i | i | i | i | i | i | i | i | i
COc1ccc(C(=O)C2CCCN(Cc3ccc4c(c3)OCCO4)C2)cc1F (configuration not stated) | i | -17 | i | i | i | i | i | i | i | i | i
O=C(Nc1ccc(Br)cc1)c1cccc(N2C(=O)C3C4C=CC(C4)C3C2=O)c1 (configuration not stated) | i | -13 | i | i | i | i | i | i | i | i | i
CCP(=O)(c1ccccc1)C(C)(C)O (configuration not stated) | i | 0 | i | i | i | i | i | i | i | i | i
Cc1ccc(-c2ccc(/C=C3\SC(N4CCOCC4)=NC3=O)o2)cc1 | i | -11 | i | i | i | i | i | i | i | i | i
O=C(Nc1cccc2ncccc12)c1cc(Br)ccc1Cl | i | -8 | i | i | i | i | i | i | i | i | i
O=C(CN1c2ccccc2Sc2ccccc21)N/N=C/c1ccc(Cl)cc1 | i | -4 | i | i | i | i | i | i | i | i | i
CC(C)CC1NC(=O)N(Cc2nc3ccccc3s2)C1=O (configuration not stated) | i | -4 | i | i | i | i | i | i | i | i | i
CC(=O)N(C)C1=C(N2CCOCC2)C(=O)c2ccccc2C1=O | i | -12 | i | i | i | i | i | i | i | i | i
COc1cc2[nH]c(-c3cccc(F)c3)cc(=O)c2cc1OC | i | -9 | i | i | i | i | i | i | i | i | i
COc1ccc(/C(C)=N/OCC(=O)N=Nc2c(O)[nH]c3ccc(Br)cc23)cc1 | i | -8 | i | i | i | i | i | i | i | i | i
CC(=O)Oc1ccc(-c2csc(Nc3ccc(Cl)cn3)n2)cc1 | i | 1 | i | i | i | i | i | i | i | i | i

SMILES | MrgX1 allo act | hERG rescue | ANO1 activ | TMEM16A inh | KCNK9 inh | KCNQ1 block | KCNQ1 act | RGS4 inh | RGS4 pot | MrgX1 ag | KCNK3 inh
COc1ccccc1-n1c(CCn2nc(C)c(Br)c2C)n[nH]c1=S | i | -3 | i | i | i | i | i | i | i | i | i
CCOc1ccc(S(=O)(=O)N/N=C2/CC(c3ccccc3)Oc3ccccc32)cc1 (configuration not stated) | i | -12 | i | i | i | i | i | i | i | i | i
N#Cc1nc(-c2ccccc2)oc1N1CCN(C(=O)c2ccco2)CC1 | i | -7 | i | i | i | i | i | i | i | i | i
COc1ccc(CNC(=O)C(C)Sc2nc3ccccc3c(=O)n2CCCN2CCOCC2)cc1 (configuration not stated) | i | -17 | i | i | i | i | i | i | i | i | i
O=C(CCc1ccc(S(=O)(=O)NCCc2ccccc2)cc1)Nc1ccc2c(c1)OCO2 | i | -5 | i | i | i | i | i | i | i | i | i
S=C(NCC1CCCO1)Nc1ccc(Cl)cc1Cl (configuration not stated) | i | -2 | i | i | i | i | i | i | i | i | i
COc1ccc(OC)c(S(=O)(=O)N2CCC(C(=O)Nc3cccc(C)c3C)CC2)c1 | i | -8 | i | i | i | i | i | i | i | i | i
CCN(CC)S(=O)(=O)c1cccc(N=Nc2c(O)c3ccccc3oc2=O)c1 | i | -6 | i | i | i | i | i | i | i | i | i
CCNC(=O)CC1C(=O)N(c2cccc(OC)c2)C(=O)N1CCOC (configuration not stated) | i | -4 | i | i | i | i | i | i | i | i | i
O=c1c2c(ncn2C2CCCC2)n(Cc2ccccc2)c(=O)n1CCOc1ccc(Br)cc1 | i | -9 | i | i | i | i | i | i | i | i | i
Cc1cc(C)cc(SCc2noc(C(=O)NC(C)C)c2C(=O)NC(C)C)c1 | i | -10 | i | i | i | i | i | i | i | i | i
O=C(Cc1ccccc1[N+](=O)[O-])OCN1C(=O)c2ccccc2C1=O | i | -17 | i | i | i | i | i | i | i | i | i
Cc1csc(SCC(=O)Nc2ccc(Cl)cn2)n1 | i | -10 | i | i | i | i | i | i | i | i | i
O=C(Nc1ccc(Cl)cc1)ON=C1CCCC1 | i | -5 | i | i | i | i | i | i | i | i | i
CC(C)=CCc1c(-c2ccc(O)cc2O)oc2c3c(cc(O)c2c1=O)OC(C)(C)C=C3 | i | -9 | · | 25* | i | i | i | i | i | i | ·

SMILES | MrgX1 allo act | hERG rescue | ANO1 activ | TMEM16A inh | KCNK9 inh | KCNQ1 block | KCNQ1 act | RGS4 inh | RGS4 pot | MrgX1 ag | KCNK3 inh
COc1cc(OC)cc(C(=O)N2CCN(Cc3ccccc3Br)CC2)c1 | i | -10 | i | i | i | i | i | i | i | i | i
CCCC1C2C(=O)N(c3cccc(C)c3)C(=O)C2ON1c1ccccc1 (configuration not stated) | i | -6 | i | i | i | i | i | i | i | i | i
COC(=O)C1=C(CSc2nccn2C)NC(=O)NC1c1cc(C)ccc1C (configuration not stated) | i | -11 | i | i | i | i | i | i | i | i | i
COc1ccc(C(=O)OC/C(O)=C(\C#N)c2nc3ccccc3[nH]2)cc1S(=O)(=O)N1CCOCC1 | i | -6 | i | i | i | i | i | i | i | i | i
CCC(C)/C(C)=N/NC(=O)CNS(=O)(=O)c1ccc([N+](=O)[O-])cc1 (configuration not stated) | i | -5 | i | i | i | i | i | i | i | i | i
